From PubChem BioAssay
TAAR1 agonist: human TAAR1 agonism | Q96RJ0 | CHO RD-HGA16 TAAR1, Fluo-8 calcium fluorescence; vehicle wells 0%, saturating PEA agonist 100% | activation, % at 3 µM | actives 0.99% (n = 360,000) | AID 624467;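 active = activation above the mean activation of all test compounds in the run plus 3 SD, cut at about 38% in these data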
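Test system: RD-HGA16 (CHO) cells co-expressing Gα16 and hTAAR1 / Benchmarks: DMSO vehicle as 0%, PEA at EC100 as 100% / Repeats: no replicates (n 1) / Measure: % activation from peak over basal fluorescence ratio, DMSO-to-PEA scaled / Timing: 17-24 h plating, Fluo-8 75 min 37 °C, 30 min RT / Technique: kinetic Fluo-8 calcium fluorescence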
TAAR1 antagonist: antagonists of human TAAR1; inhibition, % at 3 µM; AID 624466; CHO RD-HGA16 TAAR1, Fluo-8 calcium fluorescence, antagonist; Q96RJ0; actives 1.5% (n = 360,000);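 active = inhibition above a per-plate cutoff, the mean inhibition of test compounds on that plate plus 3 SD, cut at about 49% in these data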;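 note: 0% = DMSO plus EC80 beta-PEA response and 100% = DMSO alone without agonist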
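System: CHO RD-HGA16 cells bearing hTAAR1. Reagent: EC80 β-phenethylamine stimulus. Schedule: seeding 17-24 h prior, 75-min 37 °C, 30-min RT dye loading. Signal: Fluo-8 intracellular calcium dye fluorescence, real-time kinetic reads. Read-out: % inhibition from peak post-agonist over basal fluorescence ratio. Benchmarks: vehicle wells and EC80 agonist wells. Replicates: n of 1.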
M1 ag parental: counter-screen for M1 agonists: effect in parental CHO-K1 cells; Fluo-8 calcium fluorescence; scaled to maximal ATP response, vehicle zero; activation, % at 3 µM; actives 0.48% (n = 360,000); AID 602248; in the data active = activation above about 15%;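 note: untransfected CHO-K1 host cells lacking M1 receptor as counterscreen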
CHO parental Ca: counter-screen for OX1R antagonists: effect in parental CHO cells; actives 0.63% (n = 330,000); AID 463079; inhibition, % at 5.6 µM; parental CHO-K1, ATP-induced calcium, Fluo-8 fluorescence;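 active = inhibition above that plate's mean sample inhibition plus 3 SD, cut at about 26% in these data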;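 note: 0% = ATP-challenged DMSO wells and 100% = DMSO wells without ATP; some compounds past the cut are filed as inactive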
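Test system: parental CHO cells; detection: calcium-sensitive Fluo-8 fluorescence; evaluation: percent inhibition of calcium signal; also added: ATP as calcium-mobilizing challenge; repeats: one well per compound; control set: ATP-challenged DMSO wells low, unchallenged DMSO wells high; compound: single nominal dose of 5.6 µM per compound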
CHO-K1 Ca antag: nonselective inhibitor or artifact in parental CHO-K1 cells | ATP-induced calcium, Fluo-8 fluorescence | inhibition, % at 3 µM | actives 0.6% (n = 360,000) | AID 602250;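 active = inhibition above a per-plate cutoff, the plate's mean sample inhibition plus 3 SD, cut at about 24% in these data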;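 note: 0% = DMSO plus EC80 ATP and 100% = DMSO alone without ATP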
CHRM1 antagonist: antagonists of human M1 muscarinic receptor; AID 588852; inhibition, % at 3 µM; actives 1.3% (n = 360,000); P11229; CHO-K1 hM1, Fluo-8 calcium fluorescence, ACh EC80 antagonist;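 active = percent inhibition above its own plate's cutoff, namely the mean of that plate's compound wells plus 3 SD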;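 note: peak over basal fluorescence ratio during 140 s after agonist addition; 0% = ACh EC80 plus DMSO and 100% = DMSO alone without agonist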
Target sequence (P11229 whole entry, looked up): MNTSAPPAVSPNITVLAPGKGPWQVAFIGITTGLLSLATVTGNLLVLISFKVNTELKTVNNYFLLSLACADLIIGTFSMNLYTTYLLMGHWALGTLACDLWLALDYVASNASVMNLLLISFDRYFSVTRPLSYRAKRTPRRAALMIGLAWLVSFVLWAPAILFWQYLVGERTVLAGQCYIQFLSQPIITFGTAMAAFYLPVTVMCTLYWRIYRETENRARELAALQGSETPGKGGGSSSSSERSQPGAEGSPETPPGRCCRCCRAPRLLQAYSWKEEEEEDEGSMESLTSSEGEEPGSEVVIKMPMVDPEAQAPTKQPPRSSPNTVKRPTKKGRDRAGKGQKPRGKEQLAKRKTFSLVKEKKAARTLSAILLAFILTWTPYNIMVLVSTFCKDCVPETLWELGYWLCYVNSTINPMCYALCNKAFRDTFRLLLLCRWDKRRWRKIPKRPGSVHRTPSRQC
M1 PAM parental: M1 PAM counterscreen hit in parental CHO-K1 cells | ATP EC20, Fluo-8 calcium fluorescence; 0% at ATP EC20, 100% at ATP max | activation, % at 3 µM | actives 0.02% (n = 360,000) | AID 602247;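 active = activation above the run cutoff, the mean activation of all test compounds plus 3 SD, cut at about 40% in these data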;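 note: peak over basal fluorescence ratio in a 140 s read after ATP addition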
OXTR potentiate: human OXTR potentiation; CHO-OTR cells, Fluo-8 calcium fluorescence, potentiator mode; 0% = oxytocin EC15, 100% = EC100; activation, % at 3 µM; actives 0.061% (n = 320,000); AID 2445;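 active = activation above that plate's cutoff, the mean activation of tested compounds plus 3 SD, cut at about 6.6% in these data, passing the limit was not always enough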;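 note: 100% uses oxytocin at 75 nM as the full agonist control; some results filed as inactive read as strong as hits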
Target sequence (P30559 whole entry, looked up): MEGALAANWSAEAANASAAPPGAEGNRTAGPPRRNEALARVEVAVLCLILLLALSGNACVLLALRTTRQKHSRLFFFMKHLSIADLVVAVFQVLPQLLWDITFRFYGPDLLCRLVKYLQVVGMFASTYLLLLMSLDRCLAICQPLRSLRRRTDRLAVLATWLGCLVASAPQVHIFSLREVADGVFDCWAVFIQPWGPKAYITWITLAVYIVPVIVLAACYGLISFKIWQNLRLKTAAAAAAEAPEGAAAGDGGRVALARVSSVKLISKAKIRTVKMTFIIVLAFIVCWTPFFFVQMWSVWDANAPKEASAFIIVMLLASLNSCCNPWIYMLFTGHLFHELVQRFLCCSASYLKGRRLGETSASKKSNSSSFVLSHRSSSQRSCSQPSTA
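Replication – single well per compound, singlicate · Assay system – CHO cell line stably expressing human OTR · Timing – 6 min pre-incubation, 100 s read · Measure – normalized max/min fluorescence ratio, % activation · Doses – 3.0 µM, one dose · Detection – Fluo-8 calcium dye fluorescence · Probe or stimulus – oxytocin near EC15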
CHRM1 agonist: human M1 muscarinic receptor agonism | P11229 | CHO-K1 hM1, Fluo-8 calcium fluorescence, agonist mode; 0% DMSO, 100% acetylcholine EC100 | activation, % at 3 µM | actives 0.33% (n = 360,000);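 active = activation above the run's mean compound activation plus 3 SD, cut at about 16% in these data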;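 note: peak over basal fluorescence ratio within a 140 s kinetic read after compound addition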
Numbers without * were called inactive; . = no result given. No enrichment for hits (roughly 4.2% active in at least one column).

structure | TAAR1 agonist | TAAR1 antagonist | M1 ag parental | CHO parental Ca | CHO-K1 Ca antag | CHRM1 antagonist | M1 PAM parental | OXTR potentiate | CHRM1 agonist
Cc1noc(C)c1S(=O)(=O)N(C)CC(=O)NCc1ccccc1 | 7 | -4 | 0.0 | -17 | -7 | -2 | 2 | 2 | -3
CC(=O)c1sc2nc(SCC(=O)N3CCCCC3)[nH]c(=O)c2c1C | 13 | -5 | 4.6 | 0 | -12 | -6 | 16 | -10 | 0
CCN(CC)C(=O)CC(c1cc(OC)c(OC)c(OC)c1)c1c(OC)cc(OC)c2c(-c3ccccc3)cc(=O)oc12 (stereo not drawn) | 3 | -4 | -0.4 | -22 | -15 | -2 | -1 | -8 | -4
CC1(C)CC(=O)c2cc(C(=O)N3CCN(CCO)CC3)c(=O)n(-c3ccc(Cl)cc3)c2C1 | 2 | -5 | 1.9 | -10 | -2 | -7 | 8 | -1 | -3
CCOC(=O)Nc1cccc(OCC(=O)Nc2ccccc2OC)c1 | 6 | 11 | 2.2 | -23 | -11 | -11 | -1 | -3 | -1
COCCNC(=O)c1cc(-c2ccccc2)nn1Cc1cc(C)no1 | 7 | 0 | 1.0 | -9 | -18 | -11 | 19 | 2 | -4
CCOc1ccc(NC(=O)c2ccc(Cl)c(NC(=O)c3ccco3)c2)cc1 | 5 | -4 | 0.6 | -10 | -14 | -20 | 12 | -4 | -4
COC(=O)c1cc(CN2CCN(c3ccccc3C)CC2)ccc1O | 2 | 6 | -0.3 | -28 | -16 | 3 | -7 | -5 | -8
CC1CCCCC1NC(=O)COC(=O)c1ccc2c(c1)NC(=O)CS2 (stereo not drawn) | 4 | 0 | 3.9 | -12 | -10 | -10 | -1 | -6 | -2
Nc1nc(-c2sc3nc4c(cc3c2N)CCCC4)nc(N2CCOCC2)n1 | . | . | 0.3 | -7 | -2 | 7 | 2 | -7 | -6
CS(=O)(=O)c1ccc(C(=O)OCC(=O)N2CCOCC2)cc1[N+](=O)[O-] | 0 | -8 | 0.3 | . | 15 | 22 | -12 | . | -4
O=C(Cn1ccc(=O)[nH]c1=O)c1ccc([N+](=O)[O-])o1 | 5 | -19 | 0.5 | . | -20 | -14 | 24 | . | -1
COc1ccc(-c2cccc(C3CC=CC4C3C(=O)N(Cc3ccccc3)C4c3ccc(C(F)(F)F)cc3)c2)cc1 (stereo not drawn) | 0 | 12 | 2.1 | -15 | -16 | -1 | 26 | 7 | -5
COc1ccccc1CCNS(=O)(=O)CCNC(=O)c1ccc2c(c1)OCO2 | 74* | 40 | 0.5 | -26 | 0 | -10 | 8 | -1 | -3
CC(C)(C)NCc1cc(Br)ccc1OC1CCCC1 | 1 | 8 | 2.6 | 5 | -14 | -8 | 26 | -5 | -4
Cc1ccc(-n2c(C)cc(C)c(C#N)c2=O)cc1Cl | 0 | 12 | 1.8 | 6 | -2 | 9 | 8 | -8 | -6
Cc1nc(NNC(=O)c2ccccc2)cc(-c2ccccc2)n1 | 7 | 36 | 0.6 | -4 | 5 | -1 | -1 | -5 | -2
Cn1nnnc1SCC(=O)Nc1ccccc1N1CCCCC1 | 8 | 3 | 0.5 | -16 | -6 | -27 | 21 | -15 | -5
O=C1CCC(=O)N1CC(=O)N1CCCc2ccccc21 | -2 | -4 | -0.1 | 11 | -3 | 6 | -22 | 0 | 0
O=C(CC12CC3CC(C1)CC(CC(=O)NC1=NCCS1)(C3)C2)NC1=NCCS1 | 0 | -5 | 0.0 | . | -5 | -15 | 0 | . | -4
Cc1ccc2nc(SCC(=O)NCc3ccc(F)cc3)[nH]c2c1 | 7 | -13 | 2.8 | -22 | -14 | -13 | 4 | -8 | 0
CCCN(CCC)CCCNC(=O)c1cn(C)c2ccc(S(=O)(=O)N(C)C3CCCCC3)cc2c1=O | 1 | -28 | 0.3 | -2 | -24 | 30 | -10 | -5 | -5
Cc1cccc(C(=O)NC(CC(=O)O)c2ccc(OC3CCCC3)cc2)c1[N+](=O)[O-] (stereo not drawn) | 5 | 3 | -0.4 | -10 | 15 | 9 | -9 | 2 | -3
Cc1cc(-n2c(C)cc(C(=S)N3CCOCC3)c2C)ccc1Br | -2 | 10 | 0.6 | -30 | -14 | -3 | 21 | -10 | -14
CCOc1ccc(CNC(=O)CCc2cn(C)c3ccccc23)cc1 | -2 | -3 | 5.2 | -14 | -4 | 13 | 9 | -11 | -5
CC1=NN(C(=O)c2ccc(Cl)cc2)C(O)(c2ccccc2)C1 (stereo not drawn) | 3 | -15 | 0.0 | -9 | -4 | -11 | 5 | 3 | -4
Cc1c(NC=C(C#N)C#N)c(=O)n(-c2ccccc2)n1C | 8 | 15 | 0.2 | 5 | -13 | -6 | 18 | -16 | -1
CC(C)[C@@H]1NC(=O)c2cc([N+](=O)[O-])cc(I)c2OCC[C@@H](C(N)=O)NC(=O)[C@H](CCC(=O)O)NC1=O | 7 | -12 | -0.4 | -6 | 3 | 4 | -6 | -6 | -3
COc1cc(/C=C\C(=O)NCc2ccc3c(c2)cc(C)n3C)cc(OC)c1OC | 3 | -2 | 0.7 | -6 | -14 | -10 | 26 | -6 | -5
C/C(CC(=O)Nc1ccccc1Br)=N\NC(=O)C(=O)N1CCCC1 | 13 | 0 | -0.5 | -14 | 1 | -2 | -24 | -11 | -1
CCOc1cc(NC(=S)NC)c(OCC)cc1NC(=O)c1cccs1 | 11 | 54* | 1.4 | -18 | -13 | -10 | 21 | -11 | -2
O=C(Cc1c(Cl)cccc1Cl)Nc1cccc(S(=O)(=O)N2CCOCC2)c1 | -1 | -5 | 1.8 | -10 | -8 | 4 | 16 | 0 | -6
O=C(NCc1ccc(F)cc1)N[C@@H](Cc1ccccc1)C(=O)O | 7 | 4 | -0.1 | -4 | -3 | -2 | 7 | -3 | -5
CCOc1ccc2nc(NC(=O)C3CCN(C(=O)c4ccco4)CC3)sc2c1 | 2 | 13 | 1.9 | -10 | 8 | -5 | 2 | -8 | -1
Cc1nc(SC(C)C(=O)Nc2cccc(C(F)(F)F)c2)c2c(C)c(C(=O)O)sc2n1 (stereo not drawn) | 4 | -23 | 0.1 | 3 | -5 | 5 | 11 | -2 | -3
O=C(NN1C(=O)c2ccccc2NC1c1ccccn1)c1ccc([N+](=O)[O-])cc1 (stereo not drawn) | 0 | -13 | -0.2 | 2 | -5 | -8 | 10 | 2 | -6
COc1ccc(O)c(C=NCC(C)N=Cc2cc(OC)ccc2O)c1 (stereo not drawn) | 2 | 0 | 0.3 | -13 | -7 | -3 | 14 | 8 | -6
CCN(C(=O)CSc1nnc2c3ccccc3n(CC)c2n1)C1CCS(=O)(=O)C1 (stereo not drawn) | 1 | -23 | 0.9 | -7 | 1 | 3 | 5 | 0 | -7
C=CCn1c(SCc2c(C(=O)OC)sc(N)c2C(=O)OC)nnc1-c1ccc(Cl)cc1 | 7 | 35 | 2.2 | -13 | 3 | -5 | 2 | -6 | 0
COc1ccc(CNC(=O)Cc2cccs2)cc1OC | 9 | -16 | 0.2 | -7 | -8 | -18 | -1 | -8 | -1
COc1ccc(C(c2nnnn2Cc2cccs2)N2CCC(C(N)=O)CC2)c(OC)c1 (stereo not drawn) | 2 | -9 | 0.0 | -6 | 8 | 2 | -5 | -4 | -3
COC(=O)c1ccc(/C=N/NC(=O)CC(=O)NCC(C)C)cc1 | -2 | -9 | -0.2 | -8 | 3 | 3 | 12 | -1 | -2
COc1ccc(OC)c2[nH]c(=O)c(CCNC(=O)c3ccc4c(c3)OCO4)cc12 | 4 | -4 | 1.3 | -21 | -5 | -4 | 18 | -11 | -1
O=C(NC1(C(F)(F)F)NC(=O)N(c2ccccc2F)C1=O)c1ccncc1 (stereo not drawn) | 1 | 4 | 0.2 | 0 | -4 | -12 | 27 | -17 | -7
O=C1C=CC(c2c[nH]c3ccccc23)CC1 (stereo not drawn) | 0 | 6 | 0.9 | . | -12 | . | 12 | . | .
O=C(C1=C(O)C(=O)N(CC2CCCO2)C1c1cccc(Cl)c1)c1ccco1 (stereo not drawn) | 1 | -4 | 0.7 | -8 | -19 | -14 | -20 | -7 | -2
O=C(c1ccc(S(=O)(=O)N2CCOCC2)cc1)N1CCN(S(=O)(=O)c2ccc(Cl)s2)CC1 | 3 | -14 | 0.4 | -6 | -14 | -28 | 4 | -3 | -3
Cc1cccc(NC(=O)CN2CCN(CC(=O)Nc3cccc(C)c3)CC2)c1 | 7 | -18 | 0.6 | -13 | -11 | -2 | 12 | -4 | -2
CCc1nc2ccc(C(=O)Nc3ccc(OC)c(OC)c3)cn2c1N(C)Cc1cccs1 | 16 | 47 | 3.9 | . | 0 | 8 | 18 | . | -3
Cc1ccc(N(C(=O)c2csnn2)C(C(=O)NC2CCCC2)c2cccnc2)cc1 (stereo not drawn) | 7 | -11 | -0.5 | -8 | -6 | 2 | -24 | -1 | -5
CN(C)CCCCOc1ccc(Br)cc1Cl | 7 | -1 | 2.7 | -6 | -17 | -7 | 12 | -1 | -8
CCN(CC)S(=O)(=O)c1cccc(-c2nnc(SCC(N)=O)n2CCc2ccccc2)c1 | 2 | -15 | 0.0 | -15 | -10 | -11 | 16 | 3 | 1
O=C(O)Cc1ccc(N=Nc2c(O)c(C(=O)O)cc3ccccc23)cc1 | 0 | -9 | -1.3 | -11 | 16 | -14 | -5 | -12 | -1
O=C(CN1CCC(N2CCCCC2)CC1)N1CCOCC1 | 1 | 0 | . | -4 | . | . | . | -13 | .

3 structures from above, arranged by heavy-atom count, smallest number first.
structure | TAAR1 agonist | TAAR1 antagonist | M1 ag parental | CHO parental Ca | CHO-K1 Ca antag | CHRM1 antagonist | M1 PAM parental | OXTR potentiate | CHRM1 agonist
O=C(Cn1ccc(=O)[nH]c1=O)c1ccc([N+](=O)[O-])o1 | 5 | -19 | 0.5 | . | -20 | -14 | 24 | . | -1
C/C(CC(=O)Nc1ccccc1Br)=N\NC(=O)C(=O)N1CCCC1 | 13 | 0 | -0.5 | -14 | 1 | -2 | -24 | -11 | -1
O=C(NC1(C(F)(F)F)NC(=O)N(c2ccccc2F)C1=O)c1ccncc1 (stereo not drawn) | 1 | 4 | 0.2 | 0 | -4 | -12 | 27 | -17 | -7

Limited to CHO parental Ca, TAAR1 antagonist and TAAR1 agonist (two entries from above):
SMILES	CHO parental Ca	TAAR1 antagonist	TAAR1 agonist
O=C(NN1C(=O)c2ccccc2NC1c1ccccn1)c1ccc([N+](=O)[O-])cc1 (stereo not drawn)	2	-13	0
O=C(CN1CCC(N2CCCCC2)CC1)N1CCOCC1	-4	0	1
